# CaV13 ICDI inh: Disruptors of the CACNA1D IQ motif to Ca2+-dependent inactivation inhibitor domain association, primary screening, Förster resonance energy transfer in intact living …; inhibition, % at 12.3 µM; 0.098% of 340,000 active; HEK cells, CFP/YFP FRET ICDI-IQ, plate reader, 10 min; percent FRET-ratio fall versus neutral wells;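 active means mean replicate inhibition of at least 30% and at least 1% of replicates passing that level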;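 further: 0% = median of the neutral control wells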
# MITF TRPM1 inh: MITF TRPM1 promoter inhibition in SK-MEL-5 cells. 0.83% of 330,000 active. SK-MEL-5 TRPM1 promoter luciferase, 24 h. inhibition, % at 12.5 µM;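 active means mean inhibition across replicates of 60% or more, whatever share of single replicates reaches that level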; further: values of inactives mirror those of a sister screen read the other way
# aDG glyco act: increases alpha dystroglycan glycosylation; Pro5-aDG cells, alpha-DG glycosylation AlphaScreen (IIH6); 0% Pro5, 100% B10-LARGE cell signal; activation, % at 10 µM; 0.22% of 360,000 active; AID 624168;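 active means activation of at least 8% versus controls, or a plate z-score of at least 8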;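 further: Pro5 are CHO cells carrying HIG-tagged alpha-DG that lacks glycosylation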
# hiPSC survival: hiPSC single-cell survival enhancement. ATPlite luminescence; 100% = ROCK inhibitor wells, 0% = DMSO. survival enhancement, % at 20 µM. 0.044% of 360,000 active. AID 602274; in the data active means survival enhancement above about 18%;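 further: cells exposed to compounds for 16 hours before the ATP read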
# Peg3 promoter: inhibitors of Peg3 promoter; HeLa PEG-Prom luciferase reporter, luminescence, overnight; inhibition, % at 20 µM; 1.7% of 360,000 active;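 active means inhibition of at least 50% at 20 µM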
# NR2E3 ag-1: NR2E3 (human) agonism | 0.12% of 320,000 active | Q9Y5X4 | GST-NR2E3/biotin-RetCOR TR-FRET, 1536-well | AID 2300 | inhibition of corepressor binding, % at 4.78 µM;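 active means percent inhibition above the cutoff of mean plus 3 SD of all tested compounds, set per screening campaign, cut at about 20% in these data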;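 further: 0% = DMSO wells and 100% = biotin wells as full block of FRET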
# Target sequence (Q9Y5X4 whole entry, looked up): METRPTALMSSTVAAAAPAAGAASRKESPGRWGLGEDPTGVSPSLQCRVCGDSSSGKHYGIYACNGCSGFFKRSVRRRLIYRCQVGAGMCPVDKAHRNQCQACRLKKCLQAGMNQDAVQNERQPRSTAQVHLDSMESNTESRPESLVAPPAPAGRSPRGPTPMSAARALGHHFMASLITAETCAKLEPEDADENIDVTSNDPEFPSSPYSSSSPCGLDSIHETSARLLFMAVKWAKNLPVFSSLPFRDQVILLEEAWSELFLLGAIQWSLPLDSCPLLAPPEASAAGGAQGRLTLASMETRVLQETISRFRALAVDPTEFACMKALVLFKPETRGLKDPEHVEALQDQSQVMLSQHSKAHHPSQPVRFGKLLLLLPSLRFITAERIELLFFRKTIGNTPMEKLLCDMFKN
#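 Material: NR2E3–RetCOR corepressor complex | Quantity: 1.35 nM GST-tagged NR2E3 final | Schedule: 5 h at 4 °C | Replication: Singlicate compound wells | Reagent: RetCOR corepressor, biotinylated, 7 nM | Controls: Biotin wells as high control, 0.6% DMSO wells as low control | Signal: TR-FRET, Eu(K)-anti-GST donor, streptavidin-D2 acceptor, ex 340, em 617/671 nm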
# NR2E3 ag-2: activates human NR2E3 receptor | CHO-S Gal4-NCOR/VP16-NR2E3 two-hybrid, luciferase | inhibition of corepressor binding, % at 3.98 µM | 0.35% of 360,000 active | AID 602229;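 active means inhibition above the mean of all tested compounds plus 3 SD, cut at about 70% in these data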;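 further: 0% = DMSO with NR2E3 transfected cells and 100% = cells lacking NR2E3 construct; higher means lower luciferase signal from less NR2E3 corepressor binding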
# HIF-2a block: HIF-2a inhibition | 786-0 RCC cells HIF-2a reporter, luciferase luminescence, overnight | inhibition, % at 18.8 µM | 0.72% of 360,000 active;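 active means inhibition of the luminescence signal of 40% or more relative to plate controls, in a single-dose primary screen at 18.75 µM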
# Vif imaging: HIV Vif inhibition; HEK293T cells, Vif self-association by quenched fluorescence, imaging, 24 h; inhibition, % at 7.49 µM; 0.35% of 340,000 active; AID 602346; in the data active means inhibition above about 50%, passing the limit was not always enough; further: some results filed as inactive read as strong as hits
# PDI inh: PDI (human) enzyme inhibition; PDI insulin aggregation turbidity, A650, 90 min; inhibition, % at 10 µM; 0.052% of 350,000 active;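 active means mean inhibition across replicates of 30% or more, whatever share of single replicates reach that level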;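 further: absorbance from insulin aggregation driven by PDI reduction with DTT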
# Target sequence (P07237 whole entry, looked up): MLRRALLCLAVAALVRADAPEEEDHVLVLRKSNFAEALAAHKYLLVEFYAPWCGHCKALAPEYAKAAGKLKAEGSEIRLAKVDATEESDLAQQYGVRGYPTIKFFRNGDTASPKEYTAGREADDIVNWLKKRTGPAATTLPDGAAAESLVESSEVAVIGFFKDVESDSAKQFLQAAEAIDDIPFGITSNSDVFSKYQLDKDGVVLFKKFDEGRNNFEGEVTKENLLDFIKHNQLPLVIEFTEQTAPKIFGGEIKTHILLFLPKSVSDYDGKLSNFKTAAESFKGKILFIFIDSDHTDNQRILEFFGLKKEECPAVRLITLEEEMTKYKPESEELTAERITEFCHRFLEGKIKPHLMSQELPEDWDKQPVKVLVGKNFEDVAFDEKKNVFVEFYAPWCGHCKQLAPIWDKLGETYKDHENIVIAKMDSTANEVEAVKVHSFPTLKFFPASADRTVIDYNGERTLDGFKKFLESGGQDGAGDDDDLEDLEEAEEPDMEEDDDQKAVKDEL
# Granule exo inh: lytic granule exocytosis inhibition | inhibition, % at 10 µM | 0.66% of 360,000 active | TALL-104 LAMP-1 surface exposure, flow cytometry; cells stimulated with thapsigargin and PMA | AID 651702;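 active means inhibition above about 55%, limit read from the data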
# Numbers without * were called inactive; x = not tested or not shown. Hits appear at their usual frequency; overall some 3.5% were active at least once.
# The first 11 records (preview)
# Sequence of screens – CaV13 ICDI inh | MITF TRPM1 inh | aDG glyco act | hiPSC survival | Peg3 promoter | NR2E3 ag-1 | NR2E3 ag-2 | HIF-2a block | Vif imaging | PDI inh | Granule exo inh
1	CCOC(=O)N1CCC(c2cc(=O)n3[nH]cc(C(=O)OC)c3n2)CC1
→ -6 | 14 | 0.2 | -0.7 | 12 | -1 | -1 | 11 | 7 | 20 | 3
2	Cc1cc(C(F)(F)F)n2ncc(-c3ccc(F)cc3)c2n1
→ x | 6 | 0.0 | -4.1 | -20 | 1 | -13 | -15 | x | -5 | 2
3	COc1cc(C(=O)N2CC(=O)Nc3ccccc32)cc(OC)c1OC
→ -4 | x | -0.1 | -0.3 | 8 | x | -9 | 13 | 4 | -2 | 1
4	COC(=O)c1nnn(CC(=O)Nc2cccc(OC)c2)c1C(=O)OC
→ -4 | 0 | 0.1 | 0.3 | 5 | 1 | -21 | 10 | -9 | -6 | 0
5	COc1ccccc1S(=O)(=O)Cc1ccc(C(=O)NCc2ccc3c(c2)OCO3)o1
→ -6 | x | 0.0 | 2.2 | 3 | 3 | 9 | 6 | -5 | x | -2
6	CNC(=O)c1cc(C(=O)c2ccccc2Br)c[nH]1
→ -4 | -1 | -0.1 | -0.2 | -2 | 2 | -31 | -1 | 0 | 2 | -4
7	O=C(CSc1nnc(-c2ccc(O)cc2)o1)N1CCOCC1
→ -5 | -25 | -0.5 | 0.8 | -57 | 1 | -60 | -94 | 20 | 18 | 1
8	COc1ccccc1C(=O)NNC1CC(=O)N(c2ccc3c(c2)OCCO3)C1=O (configuration not stated)
→ -5 | 14 | -0.2 | 0.9 | 10 | 5 | -28 | 15 | 1 | 2 | -5
9	CC(C)CC(=O)Nc1nc2c(c(=O)[nH]1)CCCC2
→ x | -1 | -0.1 | 2.8 | 7 | 3 | -10 | 11 | 5 | -5 | -4
10	CCOc1ccc2nc(S(=O)(=O)NC(=O)C3(C)CCN3C(=O)c3c(C)noc3C)sc2c1 (configuration not stated)
→ -10 | x | -0.1 | 0.1 | 6 | x | -7 | 10 | -5 | -8 | -3
11	COc1cc([N+](=O)[O-])cc(/C=N/NC(=O)Cn2nccc2C)c1O
→ -6 | 4 | -0.1 | -0.1 | 7 | -2 | -6 | 3 | x | -9 | 4

# The list itself, from the first entry:
# Sequence of screens – CaV13 ICDI inh | MITF TRPM1 inh | aDG glyco act | hiPSC survival | Peg3 promoter | NR2E3 ag-1 | NR2E3 ag-2 | HIF-2a block | Vif imaging | PDI inh | Granule exo inh
1	CCOC(=O)N1CCC(c2cc(=O)n3[nH]cc(C(=O)OC)c3n2)CC1
→ -6 | 14 | 0.2 | -0.7 | 12 | -1 | -1 | 11 | 7 | 20 | 3
2	Cc1cc(C(F)(F)F)n2ncc(-c3ccc(F)cc3)c2n1
→ x | 6 | 0.0 | -4.1 | -20 | 1 | -13 | -15 | x | -5 | 2
3	COc1cc(C(=O)N2CC(=O)Nc3ccccc32)cc(OC)c1OC
→ -4 | x | -0.1 | -0.3 | 8 | x | -9 | 13 | 4 | -2 | 1
4	COC(=O)c1nnn(CC(=O)Nc2cccc(OC)c2)c1C(=O)OC
→ -4 | 0 | 0.1 | 0.3 | 5 | 1 | -21 | 10 | -9 | -6 | 0
5	COc1ccccc1S(=O)(=O)Cc1ccc(C(=O)NCc2ccc3c(c2)OCO3)o1
→ -6 | x | 0.0 | 2.2 | 3 | 3 | 9 | 6 | -5 | x | -2
6	CNC(=O)c1cc(C(=O)c2ccccc2Br)c[nH]1
→ -4 | -1 | -0.1 | -0.2 | -2 | 2 | -31 | -1 | 0 | 2 | -4
7	O=C(CSc1nnc(-c2ccc(O)cc2)o1)N1CCOCC1
→ -5 | -25 | -0.5 | 0.8 | -57 | 1 | -60 | -94 | 20 | 18 | 1
8	COc1ccccc1C(=O)NNC1CC(=O)N(c2ccc3c(c2)OCCO3)C1=O (configuration not stated)
→ -5 | 14 | -0.2 | 0.9 | 10 | 5 | -28 | 15 | 1 | 2 | -5
9	CC(C)CC(=O)Nc1nc2c(c(=O)[nH]1)CCCC2
→ x | -1 | -0.1 | 2.8 | 7 | 3 | -10 | 11 | 5 | -5 | -4
10	CCOc1ccc2nc(S(=O)(=O)NC(=O)C3(C)CCN3C(=O)c3c(C)noc3C)sc2c1 (configuration not stated)
→ -10 | x | -0.1 | 0.1 | 6 | x | -7 | 10 | -5 | -8 | -3
11	COc1cc([N+](=O)[O-])cc(/C=N/NC(=O)Cn2nccc2C)c1O
→ -6 | 4 | -0.1 | -0.1 | 7 | -2 | -6 | 3 | x | -9 | 4
12	O=C(O)c1[nH]c2ccc(Cl)cc2c1CC(=O)N1CCN(C(=O)c2ccco2)CC1
→ -7 | 10 | -0.1 | 1.0 | -3 | 2 | -7 | 17 | 3 | 10 | -3
13	Cc1c(NC(=O)CSc2nnc3c4ccccc4n(CCc4ccccc4)c3n2)c(=O)n(-c2ccccc2)n1C
→ -5 | -15 | 0.3 | -0.6 | 9 | 1 | 2 | -29 | 2 | -10 | 1
14	Cc1sc2ncnc(SCC(=O)NC3CCS(=O)(=O)C3)c2c1C (configuration not stated)
→ -16 | x | -0.3 | -2.6 | 14 | x | 11 | 9 | 1 | -8 | 11
15	C=CCOc1ccc(Cl)cc1CNC1CCCC1
→ 5 | 7 | 1.2 | 4.0 | 3 | 0 | -27 | 12 | 6 | -10 | 7
16	COC(=O)CSc1nc(SC)nc2c1sc1nc(-c3ccco3)c3c(c12)CC(C)(C)OC3
→ -14 | 10 | -0.1 | -0.5 | -5 | x | -21 | 14 | -3 | 1 | -3
17	O=C(N/N=C/c1ccccn1)c1ccc(NC(=O)c2cccc([N+](=O)[O-])c2)cc1
→ -7 | 4 | -0.2 | -0.4 | 9 | -2 | 2 | -25 | 0 | -2 | -5
18	CC1CCN(CCCNC(=O)C2CCC(=O)N2C2CCCC2)CC1 (configuration not stated)
→ -14 | -6 | 0.0 | -1.0 | 3 | 4 | 1 | 21 | 3 | 4 | -2
19	Cc1ccccc1-c1nc(CS(=O)CC(=O)NC(C)CCc2ccccc2)c(C)o1 (configuration not stated)
→ x | -1 | 0.2 | 2.5 | 10 | 0 | 9 | 4 | 11 | 0 | 0
20	COc1ccc2c(c1)CCC1=C2NC(=S)NC1c1ccc(N(C)C)cc1 (configuration not stated)
→ -3 | 8 | 1.7 | -0.4 | 18 | 1 | -28 | 7 | -6 | 4 | 9
21	O=C(NCc1ccccn1)c1cccc(S(=O)(=O)N2CCc3ccccc32)c1
→ -6 | 11 | 0.2 | -0.9 | 11 | x | 24 | 4 | -8 | 2 | -2
22	Cc1nc(NS(=O)(=O)c2ccccc2)sc1NC(=O)OC(C)C
→ x | 0 | -0.1 | -1.0 | 2 | -2 | -10 | -1 | -1 | -8 | 3
23	CCc1nnc(NC(=O)CCN2C(=O)/C(=C/c3cc(OC)c(OC)c(OC)c3)SC2=S)s1
→ -3 | -2 | 0.1 | 0.0 | -18 | 2 | 0 | -17 | 17 | -2 | 2
24	CCN1CCN(C(=O)C2CCN(S(=O)(=O)c3cc(Cl)ccc3Cl)CC2)CC1
→ -7 | -7 | 0.0 | -0.1 | -10 | 2 | 10 | 7 | -2 | 3 | 23
25	Cc1ccc(NC(=O)c2cc(S(=O)(=O)NCCC3=CCCCC3)ccc2F)cc1
→ -5 | -10 | 2.1 | -0.9 | 30 | -2 | 10 | 7 | -25 | 6 | -5
26	COc1ccc([C@@]23Oc4cc(OC)cc(OC)c4[C@]2(O)[C@H](O)[C@H](C(=O)N(C)C)[C@H]3c2ccccc2)cc1
→ -6 | 66* | -0.3 | -1.5 | 97* | x | 101* | 56* | -22 | 4 | -2
27	COC(C)(C)[C@@H](O)COc1c2ccoc2cc2oc(=O)ccc12
→ -9 | -10 | 0.0 | -3.8 | -5 | -1 | -34 | 9 | -3 | -19 | -8
28	O=C(c1ccccc1)c1cnc2ccc(Cl)cc2c1N1CCOCC1
→ -2 | 3 | 0.0 | -2.9 | 20 | 1 | -42 | 0 | 0 | x | 0
29	Cc1ccc(-n2ncc(C(=O)N3CCN(C(=O)c4ccco4)CC3)c2-n2cccc2)cc1
→ -5 | 15 | 0.1 | 0.7 | 18 | -1 | 11 | 10 | 12 | 10 | -12
30	Cc1ccc(NC(=O)c2ccc([N+](=O)[O-])cc2)cc1S(=O)(=O)N(C)C
→ -5 | -15 | 0.8 | 0.6 | -95 | 0 | -17 | -142 | -10 | -3 | 1
31	COc1ccc(CC(N)c2csc(NC(=O)NCc3ccccc3)n2)cc1 (configuration not stated)
→ -6 | x | 2.1 | 0.9 | 22 | x | -7 | 4 | -3 | 3 | 4
32	Cc1ccc(C(=O)Nc2ccccc2)cc1S(=O)(=O)Nc1ccc(Cl)cn1
→ -5 | -6 | -0.2 | -0.1 | -6 | 0 | 1 | -3 | 2 | 5 | -1
33	COc1ccc(C(CNC(=O)c2ccco2)N2CCOCC2)cc1 (configuration not stated)
→ -3 | -11 | -0.1 | -3.1 | -9 | -1 | -33 | -28 | 28 | -1 | 21
34	COc1ccc([N+](=O)[O-])cc1NC(=O)COC(=O)Cn1cnc2ccccc2c1=O
→ -5 | 2 | -0.3 | 1.2 | 10 | x | 3 | 9 | -3 | -3 | 0
35	COC(=O)c1cc(OC)c(OC)cc1NC(=O)CSCc1c(C)noc1C
→ -3 | 6 | -0.1 | 4.0 | 11 | x | -15 | 14 | 2 | -3 | -9
36	CCCCN1CC(COCc2ccccc2)Oc2cccc(Oc3ccc(OC)cc3)c2S1(=O)=O (configuration not stated)
→ -3 | -5 | 0.2 | -1.7 | 4 | x | -8 | 15 | 9 | -2 | -2
37	COCCN(C(=O)c1csnn1)C(C(=O)NC1CCCCC1)c1ccccc1 (configuration not stated)
→ -3 | -13 | 0.0 | 0.1 | 3 | 0 | -14 | 2 | 3 | -3 | -3
38	COc1cccc(/C=N/NC(=O)CCc2c(C)n[nH]c2C)c1
→ -5 | 1 | -0.2 | -4.5 | 11 | 3 | -10 | 7 | 21 | -1 | -4
39	CS(=O)(=O)c1ccc(C(=O)NNC(=O)c2cccs2)cc1
→ -3 | -4 | 0.0 | 0.2 | 3 | x | -25 | -14 | -6 | 5 | 1
40	COc1cc(CN2CCN(CCCc3ccccc3)C(CCO)C2)cc(OC)c1O (configuration not stated)
→ -5 | 9 | -0.1 | -0.2 | 7 | 2 | 2 | 14 | 9 | -4 | 32
